Assay outcomes (PubChem BioAssay)
IDH1 mut inh: inhibitors of human IDH1 R132H. IDH1 R132H reductase, diaphorase/resazurin fluorescence, 60 min. 70,000 compounds, 0.18% hits. AID 624101. O75874. inhibition, % at 10 µM; in the data active = inhibition above about 34%;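 note: 0% = DMSO and 100% = no enzyme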
EZH2 inh: blocks human EZH2/PRC2 H3K27 methylation. Q15910. DELFIA TRF, 1 h. inhibition, % at 12.5 µM. 57,000 compounds, 0.35% hits;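 active = mean inhibition of replicates at least 50% and every single replicate also reaching 50%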;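 note: dimethyl H3K27 on biotinylated H3 21-44 peptide detected by antibody; plate controls were median neutral control wells for no effect and median positive control wells for full effect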
Target sequence (Q15910 whole entry, looked up): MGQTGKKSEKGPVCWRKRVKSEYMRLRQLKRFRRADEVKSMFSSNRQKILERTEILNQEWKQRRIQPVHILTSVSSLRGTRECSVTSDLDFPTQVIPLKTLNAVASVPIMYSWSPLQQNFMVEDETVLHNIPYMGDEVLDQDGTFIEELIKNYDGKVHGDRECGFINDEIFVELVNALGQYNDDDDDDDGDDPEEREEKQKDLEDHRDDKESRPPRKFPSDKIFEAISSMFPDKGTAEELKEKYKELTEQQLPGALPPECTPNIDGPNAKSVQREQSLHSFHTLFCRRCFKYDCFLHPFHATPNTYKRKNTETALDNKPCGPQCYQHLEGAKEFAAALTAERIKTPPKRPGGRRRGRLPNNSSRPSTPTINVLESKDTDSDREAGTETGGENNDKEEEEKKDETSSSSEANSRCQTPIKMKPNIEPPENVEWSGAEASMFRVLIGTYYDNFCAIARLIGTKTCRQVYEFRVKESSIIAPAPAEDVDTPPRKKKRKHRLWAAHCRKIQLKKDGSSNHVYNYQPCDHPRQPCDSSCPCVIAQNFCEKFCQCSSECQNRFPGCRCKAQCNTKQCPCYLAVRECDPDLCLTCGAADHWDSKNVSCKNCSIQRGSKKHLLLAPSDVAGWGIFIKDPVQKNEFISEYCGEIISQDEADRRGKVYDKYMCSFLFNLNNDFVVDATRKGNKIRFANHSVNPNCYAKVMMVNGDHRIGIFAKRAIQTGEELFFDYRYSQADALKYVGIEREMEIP
An asterisk follows results filed as active; . = not tested or not shown; & = joins results of further samples. Some of the compounds tested; rates above refer to the full screens.

1	CN1CCC(=C2c3ccccc3CC(=O)c3sccc32)CC1
  IDH1 mut inh: 0.5
  EZH2 inh: .
2	COc1cc(-c2oc3cc(O)cc(O)c3c(=O)c2OC2OC(CO[C@@H]3O[C@@H](C)[C@H](O)[C@@H](O)[C@H]3O)C(O)C(O)C2O)ccc1O (some centres not stated)
  IDH1 mut inh: -1.5
  EZH2 inh: 23.3
3	C[C@@H]1O[C@@H](OC[C@H]2O[C@@H](Oc3cc(O)c4c(c3)OC(c3ccc(O)cc3)CC4=O)[C@H](O)[C@@H](O)[C@@H]2O)[C@H](O)[C@H](O)[C@H]1O (some centres not stated)
  IDH1 mut inh: 0.4&0.8
  EZH2 inh: .
4	CN1CCN(CCCN2c3ccccc3Sc3ccc(S(=O)(=O)N(C)C)cc32)CC1
  IDH1 mut inh: -0.2
  EZH2 inh: -4.9
5	NC(=O)c1ccc(-c2nc(-c3ccc4c(c3)OCO4)c(-c3ccccn3)[nH]2)cc1
  IDH1 mut inh: 0.1
  EZH2 inh: 19.2
6	CCCCOC(=O)c1ccc(N)cc1
  IDH1 mut inh: -0.1&0.6
  EZH2 inh: 4.1
7	CC[C@H]1C(=O)OC[C@@H]1Cc1cncn1C
  IDH1 mut inh: 1.6
  EZH2 inh: -6.0
8	OCC(O)CN1CCN(c2ccccc2)CC1 (configuration not stated)
  IDH1 mut inh: 0.2
  EZH2 inh: .
9	COc1cc(-c2oc3cc(O)cc(O)c3c(=O)c2O[C@@H]2O[C@H](CO[C@@H]3O[C@@H](C)[C@H](O)[C@@H](O)[C@H]3O)[C@H](O)[C@H](O)[C@H]2O)ccc1O
  IDH1 mut inh: -0.4
  EZH2 inh: .
10	COc1ccc([C@@H]2CNC(=O)C2)cc1OC1CCCC1
  IDH1 mut inh: -0.2
  EZH2 inh: -6.0
11	CN1CCC(Nc2ncc3ncnc(Nc4ccc(F)c(Cl)c4)c3n2)CC1
  IDH1 mut inh: -0.6
  EZH2 inh: -9.4
12	CN=C(NC#N)Nc1ccc(C2=NNC(=O)CC2C)cc1 (configuration not stated)
  IDH1 mut inh: 0.2&1.4
  EZH2 inh: .
13	CN(C)CCOC(=O)C(c1ccccc1)C1(O)CCCC1 (configuration not stated)
  IDH1 mut inh: -1.0
  EZH2 inh: .
14	CCCN(CCC)C(=O)C(CCC(=O)O)NC(=O)c1ccccc1 (configuration not stated)
  IDH1 mut inh: -0.2
  EZH2 inh: .
15	CC1=CCC[C@@H]2[C@](CCc3ccoc3)(C(=O)O)[C@H](C)CC[C@@]12C
  IDH1 mut inh: -0.4
  EZH2 inh: 12.7

7 entries picked at random from those above, as already listed:
15	CC1=CCC[C@@H]2[C@](CCc3ccoc3)(C(=O)O)[C@H](C)CC[C@@]12C
  IDH1 mut inh: -0.4
  EZH2 inh: 12.7
10	COc1ccc([C@@H]2CNC(=O)C2)cc1OC1CCCC1
  IDH1 mut inh: -0.2
  EZH2 inh: -6.0
13	CN(C)CCOC(=O)C(c1ccccc1)C1(O)CCCC1 (configuration not stated)
  IDH1 mut inh: -1.0
  EZH2 inh: .
3	C[C@@H]1O[C@@H](OC[C@H]2O[C@@H](Oc3cc(O)c4c(c3)OC(c3ccc(O)cc3)CC4=O)[C@H](O)[C@@H](O)[C@@H]2O)[C@H](O)[C@H](O)[C@H]1O (some centres not stated)
  IDH1 mut inh: 0.4&0.8
  EZH2 inh: .
12	CN=C(NC#N)Nc1ccc(C2=NNC(=O)CC2C)cc1 (configuration not stated)
  IDH1 mut inh: 0.2&1.4
  EZH2 inh: .
9	COc1cc(-c2oc3cc(O)cc(O)c3c(=O)c2O[C@@H]2O[C@H](CO[C@@H]3O[C@@H](C)[C@H](O)[C@@H](O)[C@H]3O)[C@H](O)[C@H](O)[C@H]2O)ccc1O
  IDH1 mut inh: -0.4
  EZH2 inh: .
11	CN1CCC(Nc2ncc3ncnc(Nc4ccc(F)c(Cl)c4)c3n2)CC1
  IDH1 mut inh: -0.6
  EZH2 inh: -9.4

(continued)
16	COC(=O)Nc1nc2ccc(S(=O)c3ccccc3)cc2[nH]1 (configuration not stated)
  IDH1 mut inh: -0.6
  EZH2 inh: .
17	COC(=O)C1=CO[C@@H](O[C@@H]2O[C@H](CO)[C@@H](O)[C@H](O)[C@H]2O)C2C1CC(O)C2C (some centres not stated)
  IDH1 mut inh: 0.3
  EZH2 inh: .
18	O=C1CCc2cc(OCCCCc3nnnn3C3CCCCC3)ccc2N1
  IDH1 mut inh: 0.7
  EZH2 inh: 0.2
19	CC(C)(C(=O)c1cccnc1)c1cccnc1
  IDH1 mut inh: -0.2
  EZH2 inh: -5.3
20	OCCOCCN1CCN(C(c2ccccc2)c2ccc(Cl)cc2)CC1 (configuration not stated)
  IDH1 mut inh: -0.3&-0.4
  EZH2 inh: .
21	CCc1cc(-c2n[nH]c(C)c2-c2ccc3c(c2)OCCO3)c(O)cc1O
  IDH1 mut inh: 2.6
  EZH2 inh: 0.8
22	CN(C)C(=N)N=C(N)N
  IDH1 mut inh: 1.4
  EZH2 inh: .
23	CCN(CC)CCOC(=O)C(c1ccccc1)c1ccccc1
  IDH1 mut inh: -0.4
  EZH2 inh: .
24	C[C@]12CC[C@H]3C(=CCc4cc(O)ccc43)[C@@H]1CCC2=O
  IDH1 mut inh: 0.4
  EZH2 inh: -3.1
25	CCCCc1c(-c2ccc(OC)cc2)[nH]c2nccnc12
  IDH1 mut inh: 0.0
  EZH2 inh: -14.4
26	NC(=O)NC(=O)Cc1ccccc1
  IDH1 mut inh: -0.1
  EZH2 inh: 5.4
27	CCC(Cc1c(I)cc(I)c(N)c1I)C(=O)O (configuration not stated)
  IDH1 mut inh: -0.6
  EZH2 inh: .
28	O=C(c1ccccc1)c1ccc2n1CCC2C(=O)O (configuration not stated)
  IDH1 mut inh: -0.5
  EZH2 inh: .
29	COc1cc(C)nc(-n2nc(C)cc2OC)n1
  IDH1 mut inh: 0.0
  EZH2 inh: -20.6
30	C#C[C@]1(O)CC[C@H]2[C@@H]3CCC4=CC(=O)CC[C@@H]4[C@H]3CC[C@@]21CC
  IDH1 mut inh: 0.0
  EZH2 inh: 1.3

Entries of single compounds as entered above. Screens in order: IDH1 mut inh	EZH2 inh
`O=C(c1ccccc1)c1ccc2n1CCC2C(=O)O` (configuration not stated) across the screens: -0.5	.
`CN(C)C(=N)N=C(N)N` across the screens: 1.4	.
`C[C@]12CC[C@H]3C(=CCc4cc(O)ccc43)[C@@H]1CCC2=O` across the screens: 0.4	-3.1

Going on with the list:
31	Cc1cc(O)c2c(c1)C(=O)c1cccc(O)c1C2=O
  IDH1 mut inh: 0.0
  EZH2 inh: -1.9
32	CCOC(=O)Nc1ccc2c(c1)N(C(=O)CCN1CCOCC1)c1ccccc1S2
  IDH1 mut inh: 3.6
  EZH2 inh: .
33	Cc1ccc(C(=O)C(C)CN2CCCCC2)cc1 (configuration not stated)
  IDH1 mut inh: 0.7
  EZH2 inh: .
34	CC1(C)Oc2ccc(C#N)cc2[C@@H](N2CCCC2=O)[C@@H]1O
  IDH1 mut inh: -0.5
  EZH2 inh: -1.6
